IDE cell activ: boosts human insulin-degrading enzyme activity in HEK cells. FAbeta-B cleavage, fluorescence polarization; 0% vehicle, 100% cell-free pure enzyme wells. activation, % at 5.96 µM. P14735. actives 0.073% (n = 340,000);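 active means activation above the mean of all tested compounds plus 3 SD, set per screening campaign, cut at about 17% in these data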
SUMO HTRF inh: inhibitors of human SUMOylation (UBC9); P63279; HTRF SUMOylation assay, SAE1/SAE2 + UBC9, in vitro; inhibition, % at 35 µM; actives 0.36% (n = 290,000); AID 2006; in the data active means inhibition above about 50%, passing the limit was not always enough; further: strong numbers were not always called active
Target sequence (P63279 whole entry, looked up): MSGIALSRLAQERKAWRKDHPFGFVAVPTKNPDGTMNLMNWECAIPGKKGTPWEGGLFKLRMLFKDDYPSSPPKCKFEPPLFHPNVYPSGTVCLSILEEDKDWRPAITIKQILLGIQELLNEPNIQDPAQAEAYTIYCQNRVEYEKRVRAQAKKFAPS
HCV NS3 hel inh: blocks Hepatitis C virus NS3 helicase unwinding; NS3 helicase DNA unwinding, Cy5 molecular beacon fluorescence; inhibition, % at 10.9 µM; actives 0.56% (n = 290,000); AID 1800;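 active means inhibition above the mean of all tested compounds plus 3 SD, set per campaign, cut at about 35% in these data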;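 further: 0% = DMSO wells and 100% = thioflavine S control wells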
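assay system = NS3 helicase fragment of HCV | buffer or medium = MOPS pH 6.5, MgCl2, DTT, Tween20, BSA | timing = 60 min unwinding reaction at 25 °C after ATP addition | signal = Cy5 beacon fluorescence read at start and 1 h | read-out basis = % inhibition of unwinding | control set = low DMSO, high thioflavine S at 110 µM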
PfM18AAP inh: PfM18AAP enzyme inhibition; recombinant PfM18AAP, H-Glu-NHMec fluorogenic cleavage; actives 1.2% (n = 290,000); inhibition, % at 7.35 µM;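 active means inhibition above the campaign mean inhibition over all tested compounds plus 3 SD, cut at about 28% in these data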;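 further: 0% = plate median of test compound wells and 100% = 2 mM ZnCl2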
FID counter: counter-screen for HCV NS3 helicase inhibitors: DNA intercalator displacement. DNA fluorescent intercalator displacement, fluorescence. inhibition, % at 7.9 µM. actives 0.17% (n = 290,000). AID 1845; in the data active means inhibition above about 37%;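 further: 0% = vehicle and 100% = reference compound; higher means more ethidium bromide displaced from hairpin DNA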
pCIP destab: compounds decreasing mouse p/CIP protein stability; F442A p/CIP-EGFP cells, EGFP fluorescence, 16 h; actives 0.01% (n = 290,000); decrease of EGFP signal, % at 10 µM; Q05BA5;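 active means EGFP signal decrease of at least 30% at 10 µM or well 3 SD below plate mean, unless failing retest; inactive means the rest, including hits failing retest or dose response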; further: some compounds called inactive have numbers as strong as hits; many of its hits are not listed in these tables
VIM-2 inhibitor: blocks Pseudomonas aeruginosa VIM-2 metallo-beta-lactamase; purified VIM-2, nitrocefin hydrolysis, epi-absorbance fluorescence; inhibition, % at 5.6 µM; actives 0.89% (n = 290,000); AID 1527;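 active means inhibition above the mean of all tested compounds plus 3 SD, cutoff set per screening run, cut at about 7.5% in these data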;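 further: red hydrolysis product quenches plate fluorescence so inhibitors raise well fluorescence; 0% = enzyme with DMSO and 100% = DMSO without enzyme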
IDE cell inh: inhibits human insulin-degrading enzyme in HEK cells; inhibition, % at 5.59 µM; actives 0.41% (n = 320,000); FAbetaB cleavage, fluorescence polarization;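 active means percent inhibition above the average of all tested compounds plus 3 SD, set per screening campaign, cut at about 16% in these data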;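 further: IDE supplied by intact live HEK cells; FP after avidin binding of uncleaved biotin substrate so inhibition keeps polarization high; 0% = DMSO wells and 100% = 60 µM reference IDE inhibitor Ii1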
IMP-1 inh: inhibitors of Pseudomonas aeruginosa IMP-1 metallo-beta-lactamase; inhibition, % at 5.6 µM; purified IMP-1, nitrocefin hydrolysis, epi-absorbance fluorescence; actives 0.45% (n = 290,000);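 active means inhibition above the mean plus 3 SD of all compounds in the same screening run, cut at about 4.5% in these data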;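 further: 0% = IMP-1 with DMSO and 100% = DMSO wells lacking enzyme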
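assay system = purified recombinant IMP-1 metallo-beta-lactamase enzyme | schedule = 15 min preincubation plus 25 min reaction at 25 °C | signal = Epi-absorbance fluorescence, 480 nm excitation, 530 nm emission | read-out basis = percent inhibition from optical density relative to buffer-blank wells | controls = IMP-1 with DMSO as 0%, enzyme-free DMSO as 100%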
* = called active by the depositor; / = no result given.

SMILES	IDE cell activ	SUMO HTRF inh	HCV NS3 hel inh	PfM18AAP inh	FID counter	pCIP destab	VIM-2 inhibitor	IDE cell inh	IMP-1 inh
COc1cc(/C=C(\C#N)c2[nH]nc(N)c2C#N)cc(OC)c1O	-73	1	-3	11	1	-143	-2.5	84*	-6.7
CCC(=O)c1c[nH]c(C(=O)NCC2CCCO2)c1 (stereo unspecified)	0	-5	-5	-2	-1	3	1.1	-1	-1.9
CCCc1nc(NC(C)=O)c(C#N)c(-c2ccco2)c1CC	4	26	3	6	-13	-6	-1.0	2	-2.6
CCOc1ccc2c(c1)-c1c(ssc1=S)C(C)(C)N2C(=O)CSC1=NCCS1	1	-2	-6	-3	4	-2	-0.5	9	-3.4
O=S(=O)(Nc1cccc(S(=O)(=O)N2CCOCC2)c1)c1ccc(Cl)s1	7	10	-6	-11	-1	-16	2.8	0	-0.5
O=C(/C=C/c1ccc(Cl)cc1)Nc1ccc(S(=O)(=O)Nc2ncccn2)cc1	-7	7	-3	-2	-2	8	-3.4	12	-1.1
COC(=O)c1cc(=O)n(-c2ccccc2)c(=Nc2ccccc2)s1	5	9	0	16	-8	-9	-3.6	4	-2.4
N#Cc1c(-c2ccccc2)nc(N2CCOCC2)[nH]c1=O	1	14	-4	0	1	-4	-1.4	2	-2.5
CCOC(=O)c1ccc(NC(=O)N2C3CCCC2CC(NC(C)=O)C3)cc1 (stereo unspecified)	2	-1	17	1	-15	7	-1.1	4	-0.6
O=C(NCCC1=CCCCC1)c1ccc(Cl)c(S(=O)(=O)N2CCOCC2)c1	4	10	-7	-5	-23	-6	-2.1	2	-4.5
CC1C=Cc2ccccc2N1C(=O)c1ccccc1 (stereo unspecified)	8	-21	11	2	-7	-10	-1.5	-7	-1.7
CCOCCCNC(=O)c1cc2c(s1)-c1ccccc1SC2	0	13	5	11	-21	-1	-0.1	5	-2.0
Cc1ccc(C)c(-c2cc(C(=O)Nc3nccs3)c3ccccc3n2)c1	7	5	-8	-2	-23	-1	-3.9	-2	-1.1
CC(C)n1c(O)c(/C=C2\C=NN=C2c2ccccc2)sc1=S	-4	-8	5	7	-3	-10	-0.5	6	-2.1
O=C(NC1CCCCC1)c1ccc2[nH]c(=O)c(=O)[nH]c2c1	1	31	1	3	-8	-8	0.2	3	-0.1
O=C(OCC(=O)c1cccs1)C1=COCCO1	-1	6	-4	-3	-2	-12	0.0	4	-0.8
O=C(Nc1ccncc1)OCc1ccccc1	3	4	-1	0	-2	-17	0.6	5	-1.7
N#CCN1CCN(CCC(=O)Nc2ccc(OCc3ccccc3)cc2)CC1	6	15	-3	-7	12	-1	-0.8	3	1.2
CCCNC(=O)OC[C@H]1O[C@H](CCO/N=C/c2ccc(C(=O)N3[C@H](c4ccc(C)cc4)[C@@H](C)CC[C@H]3C(=O)OC)cc2)C=C[C@@H]1Oc1ccc(OC)cc1	/	-3	2	18	-16	1	-3.2	5	0.9
CNc1ccc(Br)cc(C(=O)/C=C/c2cccc(OC)c2OC)c1=O	1	12	32	17	-28	1	1.2	-5	6.5*
COc1ccc(/C(N)=N/OC(=O)Cc2ccccc2OC)cc1	-1	-19	-12	-2	-13	2	0.3	1	-1.6
CCc1ccc(/C(C)=N/Nc2cc(Cl)nc(C)n2)cc1	-3	-6	-5	11	-8	-2	-3.7	6	-2.5
Cc1ccc2nc(SCc3nc4c(cnn4-c4ccccc4)c(=O)[nH]3)[nH]c2c1	2	-11	5	-3	-2	-12	-0.6	0	-1.3
COc1ccc(-n2c(SCC(=O)Nc3cc(C)on3)nc3c([nH]c4ccccc43)c2=O)cc1OC	4	12	-28	1	-42	-7	0.0	5	-0.4
CCCC(=O)Nc1ccc(C(=O)NCC2CCCO2)cc1 (stereo unspecified)	-4	22	3	-7	-6	-12	-1.2	6	-0.7

Whole records from above.
Listed for `CNc1ccc(Br)cc(C(=O)/C=C/c2cccc(OC)c2OC)c1=O` → IDE cell activ: 1; SUMO HTRF inh: 12; HCV NS3 hel inh: 32; PfM18AAP inh: 17; FID counter: -28; pCIP destab: 1; VIM-2 inhibitor: 1.2; IDE cell inh: -5; IMP-1 inh: 6.5*
Listed for `CCc1ccc(/C(C)=N/Nc2cc(Cl)nc(C)n2)cc1` → IDE cell activ: -3; SUMO HTRF inh: -6; HCV NS3 hel inh: -5; PfM18AAP inh: 11; FID counter: -8; pCIP destab: -2; VIM-2 inhibitor: -3.7; IDE cell inh: 6; IMP-1 inh: -2.5

Remaining list, next part:
SMILES	IDE cell activ	SUMO HTRF inh	HCV NS3 hel inh	PfM18AAP inh	FID counter	pCIP destab	VIM-2 inhibitor	IDE cell inh	IMP-1 inh
Cc1cccc(NC(=O)c2ccoc2C)n1	0	18	5	4	0	-13	-3.9	3	-3.5
Cc1ccc(N(CC(=O)NC(C)(C)C)C(=O)CNC(=O)c2cccs2)c(C)c1	6	-8	11	-18	-32	-11	0.2	2	-0.7
Nc1nonc1NC(=O)NN=C1CCCCC1	4	12	9	11	0	-25	-1.0	3	-3.3
N#Cc1c(NC(=O)COC(=O)c2ccc(F)cc2)sc2c1CCC2	1	11	1	-6	-2	4	0.7	3	-1.2
CC1(C2CC(C(F)(F)F)n3nc(C(=O)O)cc3N2)CC1 (stereo unspecified)	3	3	8	-2	-13	-12	-3.3	0	-2.4
CC(C)c1ccc(NC(=O)CSc2n[nH]c(=O)n2-c2ccc3c(c2)OCCO3)cc1	/	16	-3	-1	-24	-4	2.0	0	1.0
COc1ccccc1CNC(=O)C1(NC(=O)Nc2ccc(C)cc2)CCCCC1	2	-4	-13	-10	-18	-4	-1.4	0	-3.9
CN(C)c1ccc(C=Nc2ccccc2C(N)=O)cc1	0	9	5	8	-1	1	-4.1	0	-1.8
O=C(c1ccco1)N1CCN(Cc2nnc(-c3cccc(Cl)c3)o2)CC1	-1	3	11	7	-25	11	0.0	8	1.9
CCN(CC)S(=O)(=O)c1ccc(N2CCOCC2)c(NC(=O)CCC2CCCCC2)c1	5	-7	-2	8	-32	-4	-4.2	-3	-2.4
COc1ccc(O)c(/C=C(\C#N)C(=O)Nc2ccccn2)c1	-1	37	-3	15	-4	-4	-2.4	/	-2.7
Cc1cc(C)n(CCCO)c(=O)c1C#N	0	-21	1	-1	0	9	-0.1	-2	-1.9
CN(C)CCNc1cnn(-c2ccccc2)c(=O)c1Cl	-3	4	0	-5	1	-6	0.1	3	-1.9
COc1cc(C2C(C#N)=C(N)OC3=C2C(=O)CCC3)cc(OC)c1OC(=O)N1CCOCC1 (stereo unspecified)	0	28	-2	1	-10	-14	-0.8	-2	0.9
CO/N=C/c1ccc(OC)c(Oc2nc(OC)cc(OC)n2)c1	-3	3	11	14	-16	0	-0.5	3	0.2
CSc1ncc(C(=O)NCCCc2ccccc2)c(C)n1	1	4	17	0	-15	0	-2.3	/	-3.7
COc1cc(OC)cc(C(=O)NCCSc2c[nH]c3ccccc23)c1	-1	-2	-14	7	-13	-8	-0.9	1	-2.9
Oc1ccc(-c2onc3ccc(Cl)cc23)cc1	-27	19	-6	2	-2	-11	-1.7	44*	-3.0
COc1cc2cc(CN(CCN3CCCC3)C(=O)Nc3ccc(F)cc3)c(=O)[nH]c2cc1OC	-4	23	-20	-13	7	-11	-1.1	1	-2.7
CC(=O)c1c(C)[nH]c(C(=O)OCC(=O)Nc2ncc(Cl)c(C)c2Cl)c1C	3	2	15	-2	-4	10	-2.9	2	-0.9
CSCC[C@H](NC(=O)[C@@H]1Cc2ccccc2CN1)C(=O)Nc1cccc(C)c1	1	3	0	-14	15	-15	-0.4	0	1.5
Cc1ccc(Cn2nnc3c(=O)n(CC(=O)N4CCN(c5ccccc5)CC4)cnc32)cc1	-7	-10	-1	-1	-29	-13	-2.2	5	-5.4
O=C(Nc1ccc2c(c1)OCCO2)C1CCCN1S(=O)(=O)c1ccc(Cl)cc1 (stereo unspecified)	4	5	0	6	-13	-5	-0.7	-4	-4.2
COc1cccc2cc(S(=O)(=O)c3ccccc3)c(=Nc3ccc4c(c3)OCCO4)oc12	0	-9	-2	0	-2	8	-1.2	0	-3.0
O=c1cc(C(F)(F)F)nc(-c2cccnc2)[nH]1	-2	-9	-2	-1	-8	-7	1.5	-3	-1.2

Limited to pCIP destab, for some of the entries so far:
SMILES	pCIP destab
CCC(=O)c1c[nH]c(C(=O)NCC2CCCO2)c1 (stereo unspecified)	3
CCCc1nc(NC(C)=O)c(C#N)c(-c2ccco2)c1CC	-6

Next records
SMILES	IDE cell activ	SUMO HTRF inh	HCV NS3 hel inh	PfM18AAP inh	FID counter	pCIP destab	VIM-2 inhibitor	IDE cell inh	IMP-1 inh
COc1cccc2cc(-c3ccccc3)c(=O)oc12	-2	5	-2	4	-6	-10	-0.1	4	-2.3
NC(=O)CSc1nnc(-c2ccncc2)n1CCc1ccccc1	7	32	-1	-13	0	3	0.6	-1	-1.8
Cc1ccc(CSCC(=O)NCc2cccnc2)cc1	4	-10	10	0	-4	0	-0.8	0	-4.9
Cc1ccc(C(=O)O/N=C2/CC3CCC2(C)[C@@]3(C)CBr)cc1 (stereo partly specified)	0	-15	0	4	-4	-3	-2.5	4	-1.9
COc1cc(N=C(N)N=C(N)N)cc(OC)c1	1	1	7	-10	-4	1	-3.4	2	-3.5
NS(=O)(=O)c1ccc(NC(=O)C(=O)NCCC(=O)O)cc1	5	16	-13	-14	2	-7	-0.3	1	-1.6
COc1ccc(OC)c(S(=O)(=O)Nc2ccc(Oc3ccccc3)cc2)c1	-1	-10	-19	-9	-13	0	-0.5	1	-1.3
Cc1cc(C(=O)NC2CCCc3c2cnn3-c2ccc(C)c(C)c2)nc(C)n1 (stereo unspecified)	-5	-2	-9	-4	-51	-15	-0.7	3	-2.7
c1ccc(-c2nnc3sc(-c4cc5ccccc5o4)nn23)cc1	-1	-8	-11	-3	-3	-3	-1.4	1	-2.1

6 compounds out of the list above, ordered by their value in IDE cell activ, high to low.
| smiles | IDE cell activ |
| --- | --- |
| NC(=O)CSc1nnc(-c2ccncc2)n1CCc1ccccc1 | 7 |
| NS(=O)(=O)c1ccc(NC(=O)C(=O)NCCC(=O)O)cc1 | 5 |
| Cc1ccc(C(=O)O/N=C2/CC3CCC2(C)[C@@]3(C)CBr)cc1 (stereo partly specified) | 0 |
| COc1ccc(OC)c(S(=O)(=O)Nc2ccc(Oc3ccccc3)cc2)c1 | -1 |
| COc1cccc2cc(-c3ccccc3)c(=O)oc12 | -2 |
| Cc1cc(C(=O)NC2CCCc3c2cnn3-c2ccc(C)c(C)c2)nc(C)n1 (stereo unspecified) | -5 |

Source: PubChem
